TSHR antagonist: antagonists of human thyroid stimulating hormone receptor; P16473; TSHR-expressing cells, TSH-stimulated cAMP HTRF, 2 h; active compounds read low; activity change, negative = inhibition, % at 11.5 µM; 0.2% of 330,000 active; AID 504810;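 active = activity change below a set negative limit, meaning inhibition stronger than a set level, cut at about -70% in these data; inconclusive = activity change between two set negative limits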; note: % is set by controls: 0 for no effect and ±100 for the full control effect
Target sequence (P16473 whole entry, looked up): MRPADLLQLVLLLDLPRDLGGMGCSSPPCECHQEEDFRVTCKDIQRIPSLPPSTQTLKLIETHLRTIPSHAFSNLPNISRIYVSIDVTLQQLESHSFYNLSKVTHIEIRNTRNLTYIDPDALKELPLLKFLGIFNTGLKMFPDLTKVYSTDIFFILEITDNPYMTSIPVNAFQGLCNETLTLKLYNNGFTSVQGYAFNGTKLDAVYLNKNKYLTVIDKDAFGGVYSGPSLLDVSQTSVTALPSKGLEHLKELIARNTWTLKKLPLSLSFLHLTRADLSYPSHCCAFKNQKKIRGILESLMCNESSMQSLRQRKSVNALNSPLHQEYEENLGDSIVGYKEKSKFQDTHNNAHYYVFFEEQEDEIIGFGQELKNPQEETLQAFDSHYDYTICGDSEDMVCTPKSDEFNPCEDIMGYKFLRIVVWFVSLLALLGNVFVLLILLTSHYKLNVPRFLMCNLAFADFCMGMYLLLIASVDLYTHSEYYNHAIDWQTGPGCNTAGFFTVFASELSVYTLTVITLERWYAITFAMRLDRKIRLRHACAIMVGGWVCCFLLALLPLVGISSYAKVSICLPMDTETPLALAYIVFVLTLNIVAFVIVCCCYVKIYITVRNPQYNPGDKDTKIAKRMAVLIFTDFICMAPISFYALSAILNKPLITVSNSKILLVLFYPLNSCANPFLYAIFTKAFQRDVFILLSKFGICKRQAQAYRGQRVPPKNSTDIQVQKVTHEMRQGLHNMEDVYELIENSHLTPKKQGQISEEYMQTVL
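TSHR-expressing cells were treated with compounds, then stimulated with TSH at EC80 (4nM final) for 2 hours at 37 deg C. Cellular cAMP was measured by HTRF competition between lysate cAMP and cAMP-d2 for a cryptate-labelled anti-cAMP antibody.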
TSG101-PTAP inh: blocks PTAP/TSG101 interaction to inhibit HIV-1 budding. Fluorescence polarization, FITC-PTAP peptide / Tsg101 binding. Potency, µM (titrated, usually from 115 µM), for the others: at the top dose activity change, negative = inhibition, most hits filed as inhibitors. 340,000 tested, under 10 active. AID 493005; active = well fitted inhibition curve with a large enough effect in the main read-out, with a control signal flat, not every such curve was filed as active; inconclusive = small, poorly fitted or top-dose-only effect, or effect the other way, or a change in a side signal; inactive = no such curve, though single readings can be large or run the other way; note: potency is the fitted concentration of half-maximal effect; % of control where 0% means no effect
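Fluorescence polarization binding of Tsg101 binding domain (10 uM final) to FITC-labeled PTAP peptide (50 nM final) in HEPES pH 7.5 buffer with NaCl, Tween 20, EDTA, TCEP. Compounds added before peptide; binding 20 min at RT.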
Chronic BCR inh: chronic active BCR signaling inhibition; ABC-DLBCL IkBa-CBG/CBR reporter, luminescence ratio, 4 h; Potency, µM (titrated, usually from 46.1 µM), for inactives: at the top dose ratio change, negative = lower green/red ratio, hits mostly inhibitors; 0.05% of 340,000 active; active = well fitted inhibition curve with a large enough effect in the signal ratio, with a control signal flat, not every such curve was filed as active; inconclusive = small, poorly fitted or top-dose-only effect, or effect the other way, or a change in a side signal; the % refers to the signal ratio;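 note: potency is the fitted concentration of half-maximal effect; plate controls were basal doxycycline-induced cells for no effect and cells given 10 µM MG132 for full effect; MG132 reads +100%, hits lower the ratio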
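TMD8 human ABC-DLBCL cells with doxycycline-inducible IκBα–green luciferase fusion and unfused red luciferase, in 0.5% FBS medium; compounds up to 46 uM, 4 h at 37C. Green/red luminescence ratio, filter-overlap corrected, fitted to concentration-response curves.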
a7 integrin act: activators of alpha7 integrin expression for muscular dystrophy. alpha7betagal myoblasts, beta-gal FDG fluorescence, 48 h. Potency, µM (titrated, usually from 38.3 µM), inactives show at the top dose activation, usual class: activators. 0.064% of 350,000 active;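 note: potency is the fitted concentration of half-maximal effect; 100% = response of the positive control SU9516; nearly all actives have a fitted effect of over 60% in size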
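alpha7betagal+/- myoblasts (passage 13, 250/well) treated 48 h at 37C with compounds at 1:260 dilution of DMSO stock. Lysed, then beta-galactosidase activity read as FDG fluorescence (ex 480/em 540) after 30 min, with pre-read for autofluorescence.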
AT treatment: potential ataxia-telangiectasia treatments restoring KAP-1 phosphorylation; […] A-T fibroblasts, KAP-1 phosphorylation AlphaLISA; neocarzinostatin DNA damage 30 min before lysis; Potency, µM (doses to about 57.5 µM), for inactives: top-dose activation, most hits filed as activators; 0.19% of 320,000 active; AID 485349; note: potency is the fitted concentration of half-maximal effect; % of control where 0% means no effect; nearly all actives have a fitted effect of over 45% in size
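hTERT-immortalized A-T patient fibroblasts ([…]), 500 cells/well in OPTI-MEM, 1% FBS, got compounds for 60 min, then NCS for 30 min at 37C. Lysates were then assayed for phospho-KAP-1 by AlphaLISA (anti-pKAP1 donor, anti-KAP1 acceptor beads), 6 hr at 25C.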
TCR activator: T cell receptor activation | primary human leukocytes, anti-CD3, IL-2 HTRF, 48 h | Potency, µM (highest dose often 9.22 µM), for inactives: at the top dose activation of IL-2 secretion, most hits filed as activators | 330,000 tested, under 10 active | AID 504894; note: % of control where 0% means no effect
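IL-2 produced over 48 hr by a-CD3 bead-stimulated primary human leukocytes exposed to compounds was detected with a homogeneous time-resolved FRET immunoassay, 665nm acceptor signal after 320nm excitation.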
Eya2 phos inh: blocks the phosphatase activity of human Eya2. O00167. recombinant Eya2, OMFP fluorescence dephosphorylation (OMFP is methylfluorescein phosphate). Potency, µM (series often up to 76.9 µM), for inactives: at the top dose activity, negative = inhibition, hits mostly inhibitors. 0.006% of 330,000 active; note: potency is the fitted concentration of half-maximal effect; % is set by controls: 0 for no effect and ±100 for the full control effect
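Eya2 protein (added as 0.2 uM solution) was preincubated with compound for 10 min at ambient temperature in 50 mM HEPES pH 7.5, 50 mM NaCl, 5 uM MgCl2, 0.05% BSA, 1 mM DTT. OMFP (added at 50 uM) then reacted 10 min; fluorescence read at 485/525 nm.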
Mito fusion yeast: mitochondrial division inhibition or fusion activation; Potency, µM (series often up to 46.1 µM), for the others: top-dose growth rescue (activation), actives largely listed as activators; S. cerevisiae fusion-defective mutant growth rescue, CellTiterGlo 48 h; AID 485298; 0.23% of 320,000 active;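 note: potency is the fitted concentration of half-maximal effect; % of control where 0% means no effect; nearly all actives have a fitted effect of over 45% in size; temperature-sensitive fusion mutants such as fzo1-1 at 37 °C on non-fermentable ethanol glycerol medium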
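Luminescent cell viability in 1536-well qHTS format served as the measure of rescued growth in ts fusion-mutant S. cerevisiae cultured on non-fermentable YPEG for 48 hours at 37C.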
ELG1 repair inh: blocks ELG1-dependent DNA repair in HEK293T cells; 2.3% of 330,000 active; Potency, µM (top dose mostly 46.1 µM), without a hit: at the top dose activity change, negative = inhibition, usual class: inhibitors; HEK293T ELG1-luciferase reporter, luminescence, 16 h; DNA damage induced by 5-fluorouridine; AID 504467; note: potency is the fitted concentration of half-maximal effect; % is set by controls: 0 for no effect and ±100 for the full control effect; nearly all actives have a fitted effect of over 55% in size
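Luminescence from the luciferase reporter, measured 30 min after ONE-Glo reagent at room temperature, was the read-out. Beforehand, 2,000 cells per well were exposed for 16 hr at 37 °C to 5-fluorouridine together with compound or vehicle.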
Tb PFK block: T. brucei PFK enzyme inhibition. O15648. T. brucei PFK, ADP-Glo luminescence. Potency, µM (titrated, usually from 57.5 µM), inactives show top-dose activity, negative = inhibition, most hits filed as inhibitors. 0.17% of 330,000 active;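 note: potency is the fitted concentration of half-maximal effect; 0% = uninhibited 1x PFK enzyme wells and -100% = no-enzyme wells; nearly all actives have a fitted effect of over 60% in size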
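Activity is normalized to no-enzyme wells (full inhibition) and 1.25 nM enzyme wells (no inhibition). Reaction: 0.5 mM F6P, 0.1 mM ATP, 45 min RT, ADP-Glo luminescence; concentration-response curves fitted and classed by quality.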
ASM inhibitor: blocks human secretory acid sphingomyelinase. placental ASM, HMU-PC fluorogenic substrate, 60 min. Potency, µM (doses to about 57.5 µM), for inactives: at the highest dose activity change, negative = inhibition, usual class: inhibitors. 0.006% of 340,000 active. AID 504937; note: potency is the fitted concentration of half-maximal effect
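qHTS format. ASM enzyme prepared from human placenta hydrolyses the fluorogenic substrate HMU-PC0 (9 uM final) over 60 min at 37 °C after a 10 min compound preincubation.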
* hit, by the source's call; ? = inconclusive; · = not tested or not shown; [ ] = dose if it differs, or a comment. Unless noted, calls come from the whole dose curve; as a rule, active = well fitted curve in the direction sought with a large enough effect; inconclusive = small, poorly fitted or top-dose-only effect, or another doubt; inactive = no such curve, though single readings can be large; an effect the other way counts as inactive or inconclusive.

The line under a structure holds: TSG101-PTAP inh, TSHR antagonist, AT treatment, Chronic BCR inh, ASM inhibitor, Eya2 phos inh, Tb PFK block, TCR activator, ELG1 repair inh, Mito fusion yeast, a7 integrin act
- Cc1cc(C(=O)OCC(=O)NCc2ccc(Cl)cc2)c(C)o1
→ -4%, -3, 0%, -19%, -3%, ?, -8%, 7%, ?, -1%, ?
- CC1=C(C(=O)N(C)C)C(c2ccc(C)s2)NC(=S)N1 (stereo not given)
→ 1%, 10, -1%, 0%, -1%, ?, 0%, -20%, -7%, -1%, 10%
- O=C(Nc1cccs1)Nc1ccccc1Br
→ 3%, -5, -2%, ?, 0%, 10%, -4%, 2%, ?, -15%, -18%
- Cc1cnc([N+](=O)[O-])n1CCOC(=O)NC(=O)c1ccccc1
→ -1%, 2, -2%, -5%, 3%, -6%, 4%, -57%, 6%, 3%, -22%
- O=C(c1cccs1)N(C(=O)c1cccs1)c1ccc(Br)cn1
→ -5%, 17, 3%, ?, 0%, 15%, 1%, 2%, ?, 5%, -20%
- CCN(CC)S(=O)(=O)c1cccc(NC(=O)c2ccc(Sc3nncn3C)c([N+](=O)[O-])c2)c1
→ -3%, 3, 1%, 12%, -2%, -4%, -1%, 3%, ?, 6%, -6%
- CC(=O)c1cccc(NC(=O)c2c(F)c(F)c(F)c(F)c2F)c1
→ -1%, -5, 17%, 2%, 2%, 7%, 7%, 5%, ?, 9%, -28%
- COc1ccc(C(=O)c2ccc(N3CCOCC3)c([N+](=O)[O-])c2)cc1
→ -2%, -5, 3%, -8%, -6%, -1%, 3%, 0%, -3%, 2%, -9%
- Cc1ccc2[nH]cc(C(=O)CN3CCC4(CC3)OCCO4)c2c1
→ -3%, -3, 3%, -1%, 0%, 7%, -3%, 7%[46.1 µM], 23%, 0%, 23%
- O=C(NCc1cc(C(F)(F)F)cc(C(F)(F)F)c1)C1CC(c2cccc(F)c2)=NO1 (stereo not given)
→ -1%, 1, 26%, -1%, 2%, -9%, -1%, 8%, 17%, -14%, -3%
- Cn1c2ccccc2c2cc([N+](=O)[O-])ccc21
→ 2%, 13, 0%, ?, -13%, 5%, -11%, 2%, 0%, 0%, 14%
- O=C1CC(NNc2nc3ccccc3s2)C(=O)N1c1ccc(F)cc1 (stereo not given)
→ 0%, -1, 3%, 11%, -2%, 2%, -7%, 1%, -3%, -4%, 23%
- Cn1c2ccccc2c(=O)c2cc(C#Cc3ccsc3)ccc21
→ 0%, -5, 11%, 8%, ·, 18%, 1%, 3%, ?, -1%, 0%
- COc1ccc([N+](=O)[O-])cc1NC1C2CC3CC(C2)CC1C3 (stereo not given)
→ -2%, 1, -5%, 6%, 5%, 6%, -5%, -7%, 28%, -1%, -15%
- O=C(O)c1cccc(C(=O)O)c1
→ 1%, 1, 4%, -24%, -1%, 9%, 6%, 3%, -21%, 0%, -1%
- O=C(O)C1CCCCN1C(=O)c1ccc(S(=O)(=O)N2CCCCCC2)cc1 (stereo not given)
→ -3%, 39, 19%, 3%, 3%, -4%, 1%, -17%, 25%, 8%, -5%
- COc1ccc(C(=O)n2cnnc2N)cc1
→ 0%, -6, -1%, -3%, 2%, -9%, 6%, -7%, 9%, 1%, -3%
- CCN1CCN(CCCNC(=O)c2ccc(/C=C3/Oc4ccccc4N(Cc4cccc(C)c4)C3=O)cc2)CC1
→ -9%, 4, -2%, ?, ·, 5%, -4%, -7%, -17%, 1%, -46%[inhibitor]
- O=C(O)c1ccc(S(=O)(=O)N2CCC(n3nnc4cc(C(F)(F)F)ccc43)CC2)cc1
→ -1%, -13, 3%, -1%, 3%, 7%, 0%, -3%, 7%, -3%, 13%
- Cc1ccc(NC(=O)CN2CCN(S(=O)(=O)c3cccs3)CC2)cc1S(=O)(=O)N(C)C
→ 0%, 1, -5%, 5%, 1%, -19%, -2%, -3%, ?, 3%, -9%
- CCc1nnc(NC(=O)CSc2nc(C)cc(C)c2C#N)s1
→ 1%, 2, 4%, 0%, -1%, 2%, -2%, 1%, ?, 6%, 0%
- CS(=O)(=O)c1ccc2nnn(OCC(=O)Nc3ccc(Br)cc3Br)c2c1
→ 1%, -4, -4%, ?, -4%, 0%, -6%, 10%, 5%, 2%, -57%[inhibitor]
- COc1ccc(/C=C/C(=O)Nc2ccc(NC(C)=O)cc2)cc1S(=O)(=O)N1CCOCC1
→ -11%, -22, 42%, 0%, -2%, -3%, 2%, 5%, 15%, 5%, -4%
- CCc1ccccc1-n1nnnc1SCC(=O)Nc1ccc(N2CCN(C)CC2)cc1
→ -1%, -8, -1%, 1%, 3%, -6%, -2%, -1%, 7%, -12%, -74%[inhibitor]
- CCOC(OCC)c1ccc(/C=C\c2nccc(N)n2)cc1
→ -8%, -5, 18%, ?, 108%[activator], 12%, -1%, 0%, ?, -9%, 8%
- CN(C)CCN(C(=O)CCS(=O)(=O)c1ccccc1)c1nc2cc3c(cc2s1)OCO3
→ -3%, -6, -23%, -1%, -1%, 5%, ?, 0%, ?, -3%, 14%
- Cn1cccc1/C=N/NC(N)=S
→ -2%, -2, 3%, -7%, 3%, -11%, 3%, 1%, 14%, 0%, -33%
- CCOC(=O)CNc1nc(Cl)nc(NC(C)(C)C)n1
→ 0%, 1, 0%, 8%, -3%, 7%, 1%, -2%, 14%, 3%, -7%
- O=S(=O)(c1ccccc1)N(Cc1ccc(Cl)cc1)c1ccncc1
→ -3%, 11, 2%, 6%, -3%, -2%, -26%, 1%, 10%, 4%, -7%
- CCOc1ccc2nc(NC(=O)c3ccc(OCC4CCCO4)cc3)sc2c1 (stereo not given)
→ -1%, -43, -3%, ?, 75%[activator], 4%, 2%, -2%[46.1 µM], ?, -1%, -23%
- CCn1c(SCC(=O)Nc2oc(C)c3c(C)n[nH]c(=O)c23)nc2sc(C)c(C)c2c1=O
→ 0%, 0, 5%, ?, -1%, -19%, 0%, 3%, 7%, -5%, 4%
- Cc1ccc(S(=O)(=O)N2CCN(C(=O)CCc3c[nH]c4ccccc34)CC2)c(C)c1
→ 2%, -14, 1%, -12%, 1%, 0%, 4%, -5%, ?, 9%, -22%
- CN(Cc1nc(-c2cnccn2)no1)CC1(c2ccccc2)CC1(C)C (stereo not given)
→ -2%, 6, -3%, 11%, -2%, 13%, -3%, -3%, 2%, 3%, 0%
- CCOC1OC(=O)C(Cl)=C1Nc1ccc(C)cc1 (stereo not given)
→ -3%, 5, 6%, 7%, 4%, -10%, -3%, -7%, 0%, 0%, 9%
- N#Cc1c(N)n(-c2ccc(O)cc2)c2nc3ccccc3nc12
→ 4%, 5, 4%, -3%, 27%, -19%, 0%, 6%, ?, 5%, 4%
- c1ccc(COc2cccc(CN3CCCCC3)c2)cc1
→ -1%, -4, 8%, -14%, 1%, 12%, 1%, -2%, 3%, -5%, -51%[inhibitor]
- CC(=O)NC(CC(=O)O)c1ccc(F)cc1 (stereo not given)
→ -1%, 4, -1%, ?, 0%, 5%, -4%, -3%, 3%, 4%, -4%
- O=C(CCC(=O)N1CCOCC1)NCCc1ccc(Cl)cc1Cl
→ 0%, -13, 3%, 0%, 2%, -19%, 1%, -2%, -3%, 2%, 11%
- CCc1nnc(NC(=O)c2c(C)nn(-c3ccccc3)c2Cl)s1
→ -1%, 33, -8%, -1%, -1%, 9%, 0%, 11%, -2%, 6%, -12%
- Cc1ccc(S(=O)(=O)NCCC(=O)NC2CC2)cc1
→ 5%, 5, 0%, -3%, -2%, 2%, 2%, 1%, 14%, -6%, 0%
- COc1ccc(-n2ncc3c(=O)n(CC(=O)N4CCCc5ccccc54)cnc32)cc1
→ -5%, 19, 0%, -2%, -3%, 6%, -1%, ·, ?, -10%, -25%[7.66 µM]
- Cc1cc(C#N)c(SCC(N)=O)nc1-c1ccc(F)cc1
→ 2%, -76*, 2%, -25%, 0%, -7%, -4%, -10%, 12%, 19%, 7%
- COc1ccc(/C=C2\SC(=S)N(CCC(=O)Nc3cccc(O)c3)C2=O)cc1
→ 0%, -5, 0%, ·, -7%, -8%, -2%, 2%, ?, 0%, -27%
